# Compound activity as filed in PubChem.
# Growth percent in the NCI-60 one-dose screen (48 h, 10 µM unless noted): 100 = growth as untreated, 0 = no growth, -100 = all killed.
# SN12C = SN12C renal cancer cells. AID 1794767. 3.8% of 81,000 active
# SF-295 = SF-295 CNS cancer cells; 5.6% of 79,000 active; AID 1794758
# U251 = U251 CNS tumor cells; 5.4% of 80,000 active
# TK-10 = TK-10 renal cancer cells. AID 1794769. 3.9% of 81,000 active
# SF-268 = SF-268 CNS cancer cells; 3.1% of 82,000 active
# 786-0 = 786-0 renal cancer cells; 5.1% of 81,000 active
# UO-31 = UO-31 renal cancer; 5.2% of 81,000 active
# CAKI-1 = CAKI-1 renal cancer | 4.7% of 75,000 active | AID 1794772
# The depositor's hits bear a star; x = no result given; & = joins results of further samples; [ ] = remark or other dose. How the source made its calls: active means growth percent below 10; inactive means the rest.
# The opening 5 entries, ahead of the listing:
# The line under a structure holds: TK-10	SF-295	CAKI-1	SF-268	U251	SN12C	786-0	UO-31
CCn1cc2c(cc1=O)-c1nc3ccccc3c3ccnc(c13)C2=O
  86	30	60	54	45	16	69	42
COc1ccccc1CNC(=O)c1nc(-c2cc(OC)c(OC)c(OC)c2)n(-c2ccc(F)c(F)c2)n1
  106	97	85	96	102	91	108	56
COc1ccc(C/C(C)=C(/c2ccc(OCCN3CCCCCC3)cc2)c2ccc(OC(=O)c3ccccc3)cc2)cc1
  97	96	104	106	107	97	97	88
CCOC(=O)CC[C@H](NC(=O)c1ccc(N)c2ccccc12)C(=O)OCC
  91	104	91	103	103	95	100	85
O=C(NCCCl)Nc1nccnc1OCc1ccc(Cl)cc1
  105	92	103	112	98	107	85	94

# The listing (from the top)
# The line under a structure holds: TK-10	SF-295	CAKI-1	SF-268	U251	SN12C	786-0	UO-31
CCn1cc2c(cc1=O)-c1nc3ccccc3c3ccnc(c13)C2=O
  86	30	60	54	45	16	69	42
COc1ccccc1CNC(=O)c1nc(-c2cc(OC)c(OC)c(OC)c2)n(-c2ccc(F)c(F)c2)n1
  106	97	85	96	102	91	108	56
COc1ccc(C/C(C)=C(/c2ccc(OCCN3CCCCCC3)cc2)c2ccc(OC(=O)c3ccccc3)cc2)cc1
  97	96	104	106	107	97	97	88
CCOC(=O)CC[C@H](NC(=O)c1ccc(N)c2ccccc12)C(=O)OCC
  91	104	91	103	103	95	100	85
O=C(NCCCl)Nc1nccnc1OCc1ccc(Cl)cc1
  105	92	103	112	98	107	85	94
C[C@@H](Oc1ccc(C(=O)NS(=O)(=O)C(C)(C)C)cc1C(F)(F)F)c1ccc(Oc2ccccc2)cn1
  79	22	39	54	26	61	38	59
Oc1ccccc1C=Nc1cccc2c1C(O)c1ccccc1-2 (stereo not given)
  107	102	73	93	99	92	100	70
Cc1[nH]c2ccccc2c1CCCO
  116	119	80	117	100	111	102	68
CCCCCCN(CCCCCC)CC(O)c1ccc(Cl)c2ccccc12 (stereo not given)
  95	63	84	88	82	92	89	62
CC/C=C\C[C@@H]1C/C=C2/C(=O)C=C[C@H]2C/C=C\CCCC(=O)O1
  -42*	-18*	9.5*	-58*	-94*	-29*	-88*	-92*
N#CCCOCN(COCCC#N)c1nc(N(COCCC#N)COCCC#N)nc(N(COCCC#N)COCCC#N)n1
  114	116	109	109	105	110	102	74
c1cc(NCCCCN2CCOCC2)c2ccc3c(ccc4c(NCCN5CCOCC5)ccnc43)c2n1
  143	98	64	101	92	65	79	65
CCSC(=Nc1ccc(C)cc1)NC(=O)c1ccco1
  101	108	102	98	102	106	93	89
C#CCNC(=O)[C@]1(C)CCC[C@@]2(C)[C@H]1CC=C1C=C(C(C)C)CC[C@@H]12
  100	92	88	89	106	97	97	89
Cc1ccc(NC(=S)n2c(=O)cc(C)c3ccc(O)cc32)c(C)c1
  109	104	86	98	98	100	100	71
O=C(Nc1cccc(NC(=O)c2ccc(CCl)cc2)c1)c1ccc(CCl)cc1
  109	89	x	76	77	82	83	72
CN(C)CCCN(CCC1CCCCC1)CCC1CCCCC1
  85	69	53	75	12	80	56	42
c1ccc(N=C2c3ccccc3-c3ccccc32)cc1
  99	95	92	101	99	97	97	82
O=C(/C=C/c1ccccc1)c1c[nH]c2ccccc12
  149	99	80	99	95	99	133	81
COc1cccc(C(=O)Cn2c(C(C)=O)nc3ccccc32)c1
  125	108	64	47	52	85	93	91
O=C(O)c1cc(-c2ccc(Br)cc2)nc2ccccc12
  118	89	89	90	106	100	102	72
O=C(Nn1c2c(sc1=Nc1ccccc1)C(=O)c1ccccc1C2=O)c1cc2ccc1CCc1ccc(cc1)CC2
  108	88	32	68	83	70	81	34
NC(N)=N/N=C\c1cccc(OCc2ccccc2)c1
  79	85	x	x	23	87	80	64
COC(=O)c1[nH]c(=O)c(C#N)c(C(=O)OC)c1C(=O)c1ccc(Cl)c(Cl)c1
  123	92	87	97	91	94	98	x
COc1cc2c3c(c4c5cccnc5n(C)c4c2c(OC)c1OC)C(=O)NC3=O
  90	112	73	96	93	89	84	83
O=C(/C=C/c1ccccc1)Oc1ccccc1
  93	104	94	98	100	96	95	93
CCOC(=O)c1cc(C(=O)c2cc(OC)c(OC)c(OC)c2)n2c(-c3ccccn3)cccc12
  144	102	76	89	105	96	x	65
O=C1c2cc(Br)ccc2Oc2cc([N+](=O)[O-])ccc2N1c1ccc(Br)cc1F
  116	97	78	93	97	96	93	62
CCCCc1c(CCC)c(=N)c2ccccc2n1C
  84	9.9*	81	81	59	80	74	66
O=S(=O)(OCCCCOS(=O)(=O)c1ccc(Br)cc1Br)c1ccc(Br)cc1Br
  122	93	95	96	100	109	98	85
CC(=O)O[C@H]1CC[C@H]2[C@@H]3CC[C@H]4OC(=O)CC[C@@H]4[C@H]3CC[C@]12C
  93	115	107	117	111	107	106	84
Cn1ccc(-n2nnc(-c3nc4ccccc4[nH]3)c2N)n1
  102	113	93	98	91	106	97	90
COc1cccc2c1O/C(=C\c1c([N+](=O)[O-])ncn1C)C2=O
  109	98	93	98	97	104	96	79
O=S(=O)(O)CCS
  106	104	91	116	105	103	99	69
N#C/C(=C\c1cn(-c2ccccc2)nc1-c1ccccc1)c1nc2ccccc2c(=O)[nH]1
  106	97	97	94	85	84	103	93
CCOc1cc(C2C(Cl)C(=O)N2n2cnnc2)ccc1O (stereo not given)
  99	105	85	92	99	99	93	86
COc1ccccc1NC(=O)Oc1cccc(OC(=O)c2ccccc2)c1
  109	104	94	115	103	98	93	88
CCn1c(SCC(=O)Nc2ccc(/C(C)=N/O)cc2)nnc1-c1ccccc1
  x	99	83	96	98	90	104	66
COc1ccccc1/C=C/C1=C(C)CCC(c2ccccc2OC)C1C (stereo not given)
  41	-46*	2.2*	16	15	28	12	4.1*
O=C(NO)[C@H]1O[C@@H](n2cnc3c(=O)[nH]cnc32)[C@H](O)[C@@H]1O
  112	108	98	105	109	100	104	96
COc1cc2nc(Cl)nc(Nc3cccc(C(=O)/C=C/c4cc(OC)c(OC)c(OC)c4)c3)c2cc1OC
  145	101	56	98	80	85	99	70
O=C1c2cccnc2C(=O)c2c1c(C(=O)OCCCN1CCOCC1)c1ccccn21
  22	-4.4*	-11*	5.8*	-71*	-19*	-18*	-43*
Cc1nccc2c3ccc(OCc4cn(-c5ccc(Cl)cc5)nn4)cc3n(CCCc3ccccc3)c12
  -16*	8.3*	x	-5.9*	25	7.0*	-73*	-87*
CCCC1=CC(=O)N=C2SCC(=O)C12 (stereo not given)
  94	112	93	107	99	102	90	75
COc1cc(C2CC(c3cc(OC)c(OC)c(OC)c3)=NN2c2ccccc2)ccc1OCc1ccc(Cl)cc1 (stereo not given)
  115	98	85	91	98	100	100	88
COC(=O)C1=CC=C[C@@H]2[C@@]3(C[C@@H](c4ccoc4)OC3=O)[C@H](C)C[C@H](O)[C@@]12C(=O)OC
  104	97	90	106	99	99	105	74
COc1ccc(-c2oncc2-c2cc(OC)c3c(c2)OCO3)cc1
  48	12	23	50	28	36	37	40
N#CC(CCc1nc(N)nc(N)n1)(CCc1nc(N)nc(N)n1)c1ccccc1
  95	100	96	105	98	101	90	84
CC(C)(C)C1CCCCC1O (stereo not given)
  98	97	95	103	104	101	100	94
O=c1cc(-c2nccc3c2[nH]c2ccccc23)c2ccc(O)cc2o1
  119	93	94	90	96	93	109	79

# The list continues.
# The line under a structure holds: TK-10	SF-295	CAKI-1	SF-268	U251	SN12C	786-0	UO-31
CC(Sc1ncnc2nc[nH]c12)c1ccccc1 (stereo not given)
  100	107	101	112	110	100	100	94
COc1ccc(-c2cc(C(=O)N3N=C(c4ccc(N)cc4)CC3c3ccc(OC)c(OC)c3)c3ccccc3n2)cc1 (stereo not given)
  101	x	x	107	88	99	99	84
O=C1Nc2ccccc2C2c3[nH]c4ccc(Cl)cc4c3CCN12 (stereo not given)
  91	70	73	73	64	87	82	63
CCOC(=O)C(C)(NC(=O)c1ccccc1)C(=O)OCC
  95	93	93	102	102	96	103	x
Cc1ccc(C(=O)Nc2ccc(S(=O)(=O)O)c3cc(S(=O)(=O)O)cc(S(=O)(=O)O)c23)cc1NC(=O)c1cccc(NC(=O)Nc2cccc(C(=O)Nc3cc(C(=O)Nc4ccc(S(=O)(=O)O)c5cc(S(=O)(=O)O)cc(S(=O)(=O)O)c45)ccc3C)c2)c1
  99	104	87	114	108	102	93	80
CN(C)c1ccc(/C=C/C(=O)c2cccc(Nc3nc(Nc4ccccc4)nc(Nc4ccccc4)n3)c2)cc1
  91	129	92	97	91	92	88	73
Cc1n[nH]c(=O)c2noc(C)c12
  83	104	92	101	94	93	107	90
CN1CCN(C(=O)OCc2nc3nc(Cl)nc(N4CCOCC4)c3[nH]2)CC1
  95	101	91	99	103	101	95	77
COc1cc2oc(-c3cccc(NC(=O)c4cc([N+](=O)[O-])ccc4C)c3)cc(=O)c2c(OC)c1OC
  68	50	55	70	43	76	50	55
Nc1nc(Cl)c2ncn(C3OC(CO)C(O)C3O)c2n1 (stereo not given)
  97	100	92	99	105	94	96	60
CC(C)c1ncc(CO)n1Cc1c(Cl)cccc1Cl
  95	96	100	96	101	113	104	90
COc1cc2c(cc1OC)-c1c(OC)c(OC)cc3c1C(C2)OCC3 (stereo not given)
  x	69	71	79	84	76	96	59
CCCC1(CN2c3ccccc3Sc3ccc(Cl)cc32)CCN(CC)C1 (stereo not given)
  -57*	-89*	-14*	26	-92*	23	-96*	-1.0*
CN1CCN(c2c3c(c(C#N)c4nc5ccccc5n24)CCC3)CC1
  108	x	111	103	102	100	105	93
COc1cc(C#CC[C@@H]2C[C@]3(C)[C@H]4CC=C5[C@@H]6CC(C)(C)CC[C@]6(C(=O)O)CC[C@@]5(C)[C@]4(C)CC[C@H]3C(C)(C)[C@H]2O)cc(OC)c1OC
  65	51	51	59	24	66	66	64
OC1(O)CCN(Cc2ccccc2)CC1
  97	102	93	108	98	103	103	82
CC1CC(=O)NC(=O)N1Cc1ccccc1 (stereo not given)
  108&107	103&99	82&92	107&95	107&115	99&109	102&111	70&91
O=c1[nH]c(=S)[nH]c(=O)n1CCc1ccc(Cl)cc1
  107	88	98	104	95	96	101	91
Clc1ccc(C2CC(c3cccc(Nc4ccnc5cc(Cl)ccc45)c3)=NN2c2ccccc2)cc1 (stereo not given)
  79	91	67	88	66	76	81	58
CC1(C)COC(c2ccc(Cl)cc2)OC1
  99	123	88	88	109	94	112	98
CC(c1cccc(O)c1)N(C)C (stereo not given)
  96	101	90	96	91	104	101	91
CC[C@H](CC[C@@H](C)[C@H]1CC[C@H]2[C@@H]3CC=C4C[C@@H](OCCc5nn[nH]n5)CC[C@]4(C)[C@H]3CC[C@]12C)C(C)C
  101	98	105	100	105	108	101	100
COC(=O)[C@H](Cc1ccccc1)NC(=O)[C@@H](CC(C)C)N1CC=CCN(Cc2ccccc2)S1(=O)=O
  107	91	89	103	93	107	99	98
Cc1nc2ccccc2c(/C=C/c2ccccc2)c1C(=O)/C=C/c1cccs1
  118	70	50	73	65	63	89	58
C=C(C)[C@@H]1CC[C@]2(C(=O)N3CCN(C)CC3)CC[C@]3(C)[C@H](CC[C@@H]4[C@@]5(C)CC(=C/c6ccncc6)/C(=N/O)C(C)(C)[C@@H]5CC[C@]43C)[C@@H]12
  85	92	64	63	70	75	75	45
COc1cccc(-c2nc3occn3c2-c2ccnc(NCCCNS(=O)(=O)c3ccc(C)cc3)n2)c1
  104	105	85	81	107	79	95	70
CC(C)C[C@H]1C=C[C@@H](CC(C)C)N(Cc2ccccc2)S(=O)(=O)N1Cc1ccccc1
  103[3.75 µM]	51[3.75 µM]	59[3.75 µM]	88[3.75 µM]	52[3.75 µM]	85[3.75 µM]	77[3.75 µM]	86[3.75 µM]
CC[C@H](C)C(=O)O[C@H]1CCC=C2C=C[C@H](C)C(CCC3C[C@@H](O)CC(=O)O3)[C@H]21 (stereo not given in full)
  97	8.1*	-1.6*	34	17	32	85	70
CCOC(=O)c1c(Cl)c2c(n1Cc1ccc(OC)cc1)-c1oncc1CCC2
  85	99	56	96	89	58	90	66
O=C(Cn1c(C(=O)c2ccc(Cl)cc2)nc2ccccc21)c1ccc(Cl)cc1
  104	102	78	90	89	88	84	68
O=C1c2ccccc2C(=O)N1OCCCN1C(=O)c2ccccc2S1(=O)=O
  102	101	101	104	103	102	106	91
CC(=O)Oc1ccc(/C=N/NC(N)=S)nc1
  108	104	50	66	52	74	53	53
CSc1ncc(Br)c(Nc2ccc(Cl)c(Cl)c2)n1
  104	106	84	82	95	99	96	69
COc1ccc2c(c1)[nH]c(=O)c1c3cccc(F)c3cn21
  47	-32*	x	18	0.9*	39	44	33
COc1cc2c(c(OC)c1OC)C(=O)CC(c1cccc(NC(=O)c3cc(NC(=O)[C@@H](N)CO)ccc3C)c1)O2 (stereo not given in full)
  105	101	100	111	112	102	107	92
CC1(C)CC(=O)C2=C(C1)N(c1ccc(F)cc1F)C(N)=C(C#N)C2c1cccc(Br)c1 (stereo not given)
  85	86	78	74	74	79	90	89
Nc1ccc2cccc(O)c2c1
  121	x	x	89	107	86	x	62
NS(=O)(=O)c1ccc(-n2ncc3c(SCc4ccccc4)ncnc32)cc1
  89	65	26	96	98	99	85	99
CC(C)CC(=O)c1ccco1
  103	101	89	100	101	95	93	82
COc1cc(C2CC(c3ccccc3)=Nc3c(N)nc(N)nc3N2)ccc1Oc1nc(Nc2ccc(F)cc2)nc(N(C)C)n1 (stereo not given)
  83	46	39	55	56	65	43	47
